Screens deposited in PubChem BioAssay by National Center for Advancing Translational Sciences (NCATS).
D1 antag: blocks dopamine activation of the human D1 receptor; P21728; HEK293 TREx D1 cells, calcium flux, dopamine EC80; stronger effect = lower value; activity change, negative = inhibition, % at 10 µM; 360,000 compounds, 3.2% hits; in the data active means activity change below about -30%; further: on the % scale 0 is the no-effect control and ±100 the full control effect
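HEK293 T-REx cells expressing inducible, force-coupled D1 receptor; no-wash Ca dye, 30–90 min RT. Cmpd → 180 s read at 1 Hz → EC80 DA → 180 s read.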
D2 agonist: D2 dopamine receptor (human) agonism. P14416. HEK293 T-REx D2 cells, calcium flux agonist mode. activation, % at 2 µM. 340,000 compounds, 0.53% hits;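 active means activation over 3 SD above normal in the single-dose calcium agonist read, cut at about 30% in these data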; further: 0% is about no effect
Target sequence (P14416 whole entry, looked up): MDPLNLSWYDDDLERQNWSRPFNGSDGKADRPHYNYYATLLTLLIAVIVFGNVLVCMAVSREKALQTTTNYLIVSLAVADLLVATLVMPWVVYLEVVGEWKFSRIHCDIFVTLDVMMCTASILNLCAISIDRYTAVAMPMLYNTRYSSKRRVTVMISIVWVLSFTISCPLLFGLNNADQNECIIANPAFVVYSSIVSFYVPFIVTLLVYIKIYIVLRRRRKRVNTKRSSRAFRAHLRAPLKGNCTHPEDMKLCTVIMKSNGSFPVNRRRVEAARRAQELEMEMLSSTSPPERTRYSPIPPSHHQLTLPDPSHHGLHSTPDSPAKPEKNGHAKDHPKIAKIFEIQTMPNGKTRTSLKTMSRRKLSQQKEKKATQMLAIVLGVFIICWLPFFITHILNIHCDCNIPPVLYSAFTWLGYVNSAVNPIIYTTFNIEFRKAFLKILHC
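Calcium-flux readout, 1 cycle/sec over 180 s following compound pin transfer, in inducible HEK293 Trex D2 cells (force-coupled); dopamine controls included. Positive calcium responses during this window marked compounds as potential agonists.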
RXFP1 antag: RXFP1 (human) relaxin receptor antagonism; activity change, negative = inhibition, % at 57.5 µM; AID 1259400; HEK293-RXFP1, relaxin-stimulated cAMP HTRF, 30 min; stronger effect = lower value; 350,000 compounds, 0.59% hits;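 active means activity change of -60% or lower, but not beyond a set lower limit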; further: on the % scale 0 is the no-effect control and ±100 the full control effect
D1 ag: human D1 receptor agonism; 360,000 compounds, 1% hits; P21728; HEK293 T-REx D1 cells, calcium flux, agonist mode; activation, % at 2 µM; in the data active means activation above about 30%; further: 0% is about no effect
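Inducible HEK293 T-REx D1 cells, force-coupled to calcium signalling, were plated at 4000 cells/well with tetracycline and held overnight at 30 C. After no-wash calcium dye loading, compound-evoked calcium rise over 180 s flagged agonists.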
TRHR PAM: allosterically enhances the human TRH receptor; P34981; TRHR cells, fluo-8 calcium fluorescence, EC20 TRH enhancement; enhancement, % at 2 µM; 360,000 compounds, 0.66% hits; AID 493056; in the data active means enhancement above about 30%; further: 0% is about no effect
Target sequence (P34981 whole entry, looked up): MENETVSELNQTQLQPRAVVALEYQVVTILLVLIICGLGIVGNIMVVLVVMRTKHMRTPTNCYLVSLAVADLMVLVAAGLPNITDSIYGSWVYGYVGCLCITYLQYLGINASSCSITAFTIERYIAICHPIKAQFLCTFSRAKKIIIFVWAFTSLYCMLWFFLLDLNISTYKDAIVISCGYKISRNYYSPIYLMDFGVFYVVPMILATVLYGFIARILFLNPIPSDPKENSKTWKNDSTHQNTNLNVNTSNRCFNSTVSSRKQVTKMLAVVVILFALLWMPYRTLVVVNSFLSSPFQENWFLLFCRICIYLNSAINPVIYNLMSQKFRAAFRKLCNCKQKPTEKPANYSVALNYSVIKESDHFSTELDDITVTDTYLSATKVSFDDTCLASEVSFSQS
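Enhancer read-out: after compound pinning and an initial kinetic agonist-mode read, an EC20 of TRH (10 nM final) was injected and fluo-8 calcium signal (Ex 480/Em 530) followed at 1 s/cycle for 100 cycles in TRHR-expressing cells.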
D1 PAM: human D1 dopamine receptor positive modulation | P21728 | HEK293 TREx D1 cells, calcium flux, dopamine EC20 potentiation | potentiation, % at 10 µM | 360,000 compounds, 0.036% hits | AID 504651; in the data active means potentiation above about 30%; further: 0% is about no effect
RXFP1 ag: activates the human relaxin receptor RXFP1; Q9HBX9; AID 2676; Potency, µM (series often up to 57.5 µM), without a hit: top-dose activation, hits mostly activators; HEK293T-RXFP1 cAMP TR-FRET, 30 min; response scale: percent of porcine relaxin response, buffer zero; 370,000 compounds, 0.3% hits; active means well fitted activation curve with a large enough effect; further: potency means the concentration at half of the fitted maximal effect; on the % scale 0 is the no-effect control and ±100 the full control effect; nearly all actives have a fitted effect of over 60% in size; many of its hits are not listed in these tables
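HEK293 cells stably expressing RXFP1, treated 30 min at 37C with compounds plus PDE4 inhibitor Ro 20174; cAMP measured by HTRF TR-FRET. Normalized to buffer and 29 nM porcine relaxin; EC50 by Hill fit.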
D2 antagonist: antagonizes the human D2 dopamine receptor | HEK293 TREx D2 cells, calcium flux, dopamine EC80 | P14416 | inhibition, % at 10 µM | AID 485344 | 340,000 compounds, 2% hits; in the data active means inhibition above about 30%; further: 0% is about no effect
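HEK293 T-REx D2 cells, tet-induced, calcium dye no-wash. Cpd pintool add, 180 s kinetic, then EC80 DA, 180 s kinetic. Ca flux read.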
D2 potentiator: positively modulates the human D2 dopamine receptor allosterically. 340,000 compounds, 0.34% hits. potentiation, % at 10 µM. HEK293 T-REx D2, calcium flux, EC20 dopamine potentiation. P14416;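 active means potentiation over 3 SD above the plate norm, cut at about 30% in these data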; further: 0% is about no effect
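Tetracycline-induced HEK293 T-REx cells force-coupled to calcium signalling expressed D2; compounds were pin-added after a 10 s baseline, read kinetically 180 s, then an EC20 dopamine challenge followed with a further 180 s calcium read.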
An asterisk follows results filed as active; / = not tested or not shown; & = joins results of further samples; ! = not confirmed by another sample.

molecule,D1 antag,D2 agonist,RXFP1 antag,D1 ag,TRHR PAM,D1 PAM,RXFP1 ag,D2 antagonist,D2 potentiator
S=C(NCC1CCCO1)N1CCN(Cc2ccccc2)CC1 (configuration not stated),-2,0.6,-4,2,-1,-5,0.7%,13,1
COCCCN(CCNC(=O)c1ccc(NC2=NC3CS(=O)(=O)CC3S2)cc1)Cc1ccco1 (configuration not stated),4,-0.6,-7,3,23,-1,2.5%,-9,11
CCOC(=O)c1cnc2c(F)ccc(F)c2c1Sc1ccccc1,12,-1.8,-21,1,4,-2,6.9%,4,-5
COc1ccc(F)cc1CSc1nnnn1-c1ccc(O)cc1,-30,-1.5,0,5,1,-12,0.8%,5,4
COc1ccc(-c2nc3n(n2)C(c2ccccc2F)C(C(=O)Nc2cccnc2)=C(C)N3)cc1OC (configuration not stated),-2,/,-2,0,20,-1,1.0%,/,/
N=C1/C(=C\c2ccc(OC(=O)c3ccc(F)cc3)cc2)C(=O)N=C2SC(N3CCCC3)=NN12,2,-0.2,-10,6,-2,7,0.7%,-2,-2
O=C(CSc1n[nH]c(-c2ccccc2)n1)c1ccc(O)c(O)c1,-4,-0.6,-2,0,2,1,0.1%,-1,4
CN(Cc1ccco1)S(=O)(=O)c1nnc(NC(=O)c2ccc(F)cc2)s1,-4,0.5,2,19,-1,-6,3.4%,7,-3
C=CCN(C(=O)c1ccccn1)C(C(=O)NCc1ccccc1)c1ccccc1F (configuration not stated),-30,1.0,1,5,-1,-4,-3.4%,-6,-2
CCc1cccc(N2C(=O)CS(=O)(=O)C23C(=O)N(Cc2ccc(F)cc2)c2ccc(C)cc23)c1 (configuration not stated),-4,-1.6,/,13,16,3,-1.3%,/,2
O=C(CCC(=O)N1CCN(S(=O)(=O)c2ccccc2)CC1)c1cccs1,5,1.0,-1,-1,4,-2,-0.1%,-1,/
CCOC(=O)C(C)NC(=O)Cn1ncc2c(=O)oc3ccc(C)cc3c21 (configuration not stated),0,1.4,-2,4,5,1,-2.7%,-10,-2
CC1CCCCN1CCCNC(=O)c1cc(Sc2ccc(Cl)cc2)nc2ccccc12 (configuration not stated),-20,0.0,-6,16,-2,-4,15%,/,-19
Cc1ccc(C)c(S(=O)(=O)Nc2ccc(C(=O)NCC(c3ccco3)N(C)C)cc2)c1 (configuration not stated),-1,0.1,-8,4,-3,-2,-0.1%,0,-1
Cn1c(=O)c2c(nc(SCc3cccnc3)n2Cc2ccc(F)cc2)n(C)c1=O,4,-1.6,11,2,-5,-8,3.4%,6,4
COc1ccc2nc(Nc3sc4c(c3C(N)=O)CCCC4)sc2c1,-17,1.6,-29,-1,-4,1,-1.9%,14,-7
CCN(C(=O)CSc1nc2cc(C(F)(F)F)ccc2n1Cc1ccccc1)C1CCS(=O)(=O)C1 (configuration not stated),12,2.8,-9,2,1,3,-2.2%,4,12
CCn1c(SCC(=O)N(C)C2CCCCC2)nc2cc(S(N)(=O)=O)ccc21,14,0.6,-1,3,4,-1,0.0%,0,-7
COc1cccc(-c2noc(CCCC(=O)NC3CCCC3)n2)c1,1,/,-15,3,-2,-2,1.0%,/,/
CCn1c(SCC(=O)Nc2ccc(NC(=O)c3cccs3)cc2)nnc1-c1cccnc1,-8,-0.3,-2,3,3,-5,1.4%,-3,-4
CCCN1C(=O)c2ccccc2NC1c1ccc(OC)cc1OC (configuration not stated),0,-0.6,-9,2,-8,-4,2.2%,7,0
CC1(C)Cc2nc3oc4c(=O)n(CC(=O)Nc5ccccc5)cnc4c3cc2CO1,10,0.7,-12,0,2,-5,0.2%,1,-3
CCOC(=O)c1c(NC(=O)COC(=O)c2nccnc2N)sc(C(=O)N(C)C)c1C,-5,0.3,0,0,3,-6,3.2%,2,1
Cc1ccc(N(Cc2ccc(C(=O)Nc3ccccc3C(=O)NCc3ccco3)cc2)S(C)(=O)=O)cc1C,/,0.0,-22,8,-4,-1,0.2%,-3,-13

The list goes on, starting with the last four of the part before.
molecule,D1 antag,D2 agonist,RXFP1 antag,D1 ag,TRHR PAM,D1 PAM,RXFP1 ag,D2 antagonist,D2 potentiator
CCCN1C(=O)c2ccccc2NC1c1ccc(OC)cc1OC (configuration not stated),0,-0.6,-9,2,-8,-4,2.2%,7,0
CC1(C)Cc2nc3oc4c(=O)n(CC(=O)Nc5ccccc5)cnc4c3cc2CO1,10,0.7,-12,0,2,-5,0.2%,1,-3
CCOC(=O)c1c(NC(=O)COC(=O)c2nccnc2N)sc(C(=O)N(C)C)c1C,-5,0.3,0,0,3,-6,3.2%,2,1
Cc1ccc(N(Cc2ccc(C(=O)Nc3ccccc3C(=O)NCc3ccco3)cc2)S(C)(=O)=O)cc1C,/,0.0,-22,8,-4,-1,0.2%,-3,-13
CCN(CC)C1CC(=O)N(c2cccc(Cl)c2)C1=O (configuration not stated),2,/,13,2,-2,-1,-0.5%,/,/
N=c1c(S(=O)(=O)c2ccc(Br)cc2)cc2c(=O)n3ccccc3nc2n1C1CCCCC1,1,2.0,-1,12,-9,-1,3.3%,10,1
CC(C(=O)N1CCc2ccccc21)N1CCN(Cc2ccc(Cl)cc2)CC1 (configuration not stated),-3,/,-14,-4,4,-1,-1.4%,/,/
Cn1nc(C(F)(F)F)c(C(=O)Nc2ccc(F)cc2F)c1Sc1ccc(Cl)cc1,-10,0.0,-1,4,0,-3,-3.6%,22,10
COc1ccc(NC(=O)Nc2ccccc2SC)cc1,-25,-1.0,-6,-1,-1,0,-1.0%,-27,-12
Cc1ccc(-n2c(SCC(=O)NCc3ccco3)nc3c(sc4ccccc43)c2=O)cc1,15,0.0,-3,7,0,-5,5.0%,-2,-1
COC(=O)CC1Oc2ccccc2N(Cc2ccccc2)C1=O (configuration not stated),7,/,/,-1,-1,3,1.8%,/,/
CCOc1ccccc1NC(=O)N1CCc2c(sc3c2CCCC3)C1c1ccccc1 (configuration not stated),-14,7.6,-8,-1,7,0,0.1%,/,0
Nc1ccc(C(=O)n2c3ccccc3c3ccccc32)cc1,-11,-0.3,-39,1,-1,-7,3.0%,-1,9
CN1/C(=C\C(=O)COC(=O)CN2C(=O)C3CC=CCC3C2=O)C(C)(C)c2ccccc21 (configuration not stated),-11,-0.1,0,9,15,-6,0.7%,-5,11
CC(=O)N1c2ccc(S(=O)(=O)N3CCC(C(=O)Nc4cc(C)ccn4)CC3)cc2CC1C (configuration not stated),-18,0.5,3,1,5,-7,0.8%,-8,12
O=C(OCC(=O)N1CCN(C(=O)c2ccco2)CC1)c1ccc(Cl)cc1,3,0.2,-7,1,-1,-12,0.9%,3,0
C=CCNC(=O)NC(=O)CSc1nc2cc([N+](=O)[O-])ccc2n1-c1cccc(C(F)(F)F)c1,-27,-1.4,-5,9,2,-9,-0.5%,-2,5
Cc1ccccc1CC(=O)Nc1cc(C(C)(C)C)on1,39,0.5,-2,1,2,-6,-0.2%,0,10
O=C(c1ccccc1)c1ccc(NCCCn2ccnc2)c([N+](=O)[O-])c1,-35*,-1.2,-16,15,11,-12,1.1%,-19,1
O=C(NCCc1ccccc1)C1COc2ccccc2C1 (configuration not stated),-7,0.8,-12,3,-2,-3,-5.5%,/,-5
Cc1ccc([C@@H]2[C@@H]3C(=O)N(C)C(=O)[C@@H]3[C@]3(Cc4ccccc4)C(=O)N(Cc4ccccn4)CC(=O)N23)o1,-9,0.3,/,1,6,-4,8.0%,-11,-1
CCc1ccc(-c2csc(-c3c[nH]c4ccccc34)n2)cc1,7,0.4,18,13,-3,4,0.3%,-3,-7
COc1cc(NC(=O)c2cccc3c2C(=O)N(C2CCCCC2)C3)cc(OC)c1OC,-78*!,-1.3&0.4,16&-13,-1&-2,5&-10,1&4,0.6%&0.7%,1,5&2
COc1ccc(/C=C/C(=O)NC(=S)NNC(=O)c2cccnc2)cc1OC,7,0.4,28,0,0,-4,-3.7%,-7,4
Cc1ccc(C(=O)Nn2c(N)c(S(=O)(=O)c3ccc(C)cc3)c3nc4ccccc4nc32)cc1,0,4.5,-34,2,1,6,3.5%,2,6
NC(=O)CSc1nnnn1-c1cccc(O)c1,0,0.1,3,3,-8,1,-0.3%,/,1
Cn1c(SCC(=O)NCC2CCCO2)ncc(C(=O)Nc2ccc(F)cc2)c1=O (configuration not stated),0,0.8,-9,8,1,-7,1.8%,8,-6
CCc1ccc(OC(=O)c2ccn(CC)n2)cc1,-7,0.0,7,5,-10,-2,-1.3%,4,-4
Cc1nnc(N2C(=O)c3oc4ccccc4c(=O)c3C2c2cccc(OCCC(C)C)c2)s1 (configuration not stated),8,0.7,1,1,16,0,1.6%,/,5
CCC1(CC)Cc2ccccc2C(C2=C(O)CC(C)(C)CC2=O)=N1,12,-1.4,-10,0,-3,-2,1.0%,3,-3
CC(C)NC(=O)Nc1ccc2c(c1)N(C)C(=O)c1ccccc1S2,-2,0.3,-15,0,-2,1,-1.1%,/,9
CCOC(=O)C1=C(Nc2cccc(Cl)c2)OCC1=O,2,-0.9,-6,1,-3,4,1.3%,1,6
CCCOc1ccc(NC(=O)C(=O)NCCCn2ccnc2)cc1,0,-0.3,-2,1,1,0,0.1%,5,-5
O=C(CSc1ncnc2c1nnn2Cc1ccc(F)cc1)NCC1CCCO1 (configuration not stated),9,-0.9,5,2,-6,-2,0.4%,-10,-3

This is a subset. The share of hits here may be higher or lower than overall.
